Anesthetic bind: candidate novel general anesthetic via apoferritin binding; P02791; apoferritin/1-aminoanthracene competitive binding, fluorescence; Potency, µM (doses to about 77.5 µM), without a hit: at the highest dose activity change, negative = displacement, most hits filed as inhibitors; 350,000 compounds, 0.074% hits; further: potency means the concentration at half of the fitted maximal effect; on the % scale 0 is the no-effect control and ±100 the full control effect; nearly all actives have a fitted effect of over 20% in size
Target sequence (P02791 2-175 limits assumed): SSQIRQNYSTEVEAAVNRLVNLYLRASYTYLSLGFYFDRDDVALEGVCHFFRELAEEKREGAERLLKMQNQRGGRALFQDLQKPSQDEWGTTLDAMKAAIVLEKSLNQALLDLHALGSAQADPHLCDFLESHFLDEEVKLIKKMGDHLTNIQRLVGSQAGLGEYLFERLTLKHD
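Apoferritin-based anesthetic binding model; compound displacement of fluorescent 1-AMA measured as endpoint fluorescence after 10 minutes at room temperature, scaled to free-ligand and complex controls.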
RXFP1 antag: blocks the human relaxin receptor RXFP1; 350,000 compounds, 0.59% hits; activity change, negative = inhibition, % at 57.5 µM; AID 1259400; Q9HBX9; HEK293-RXFP1, relaxin-stimulated cAMP HTRF, 30 min; stronger effect = lower value;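 active means activity change of -60% or lower, but not beyond a set lower limit; inconclusive means change between -60% and -40%, or beyond the set limit; inactive means change above -40%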; further: on the % scale 0 is the no-effect control and ±100 the full control effect
Target sequence (Q9HBX9 whole entry, looked up): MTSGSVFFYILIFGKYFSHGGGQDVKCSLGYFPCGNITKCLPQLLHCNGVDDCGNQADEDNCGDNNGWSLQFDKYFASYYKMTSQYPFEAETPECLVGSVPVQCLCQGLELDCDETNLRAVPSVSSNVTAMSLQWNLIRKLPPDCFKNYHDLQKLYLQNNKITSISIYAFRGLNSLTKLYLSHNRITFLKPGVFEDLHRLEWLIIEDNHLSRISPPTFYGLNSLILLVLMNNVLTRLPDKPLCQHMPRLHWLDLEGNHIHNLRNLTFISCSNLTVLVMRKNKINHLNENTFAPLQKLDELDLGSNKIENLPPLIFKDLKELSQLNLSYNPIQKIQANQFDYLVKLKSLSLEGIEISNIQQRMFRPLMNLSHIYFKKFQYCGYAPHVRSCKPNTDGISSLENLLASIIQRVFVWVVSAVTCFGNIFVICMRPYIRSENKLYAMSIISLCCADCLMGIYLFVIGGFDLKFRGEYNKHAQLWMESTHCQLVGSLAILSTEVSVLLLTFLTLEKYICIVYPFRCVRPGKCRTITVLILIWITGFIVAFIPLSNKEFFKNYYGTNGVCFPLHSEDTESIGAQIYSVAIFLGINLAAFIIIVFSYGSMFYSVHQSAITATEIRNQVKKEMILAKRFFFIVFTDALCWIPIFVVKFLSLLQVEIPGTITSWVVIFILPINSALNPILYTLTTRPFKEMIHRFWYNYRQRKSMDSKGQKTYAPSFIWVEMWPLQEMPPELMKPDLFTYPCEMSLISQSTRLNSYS
D1 antagonist: antagonists of human D1 dopamine receptor; P21728; HEK293 TREx D1 cells, calcium flux, dopamine EC80; stronger effect = lower value; activity change, negative = inhibition, % at 10 µM; AID 504652; 360,000 compounds, 3.2% hits; in the data active means activity change below about -30%; further: on the % scale 0 is the no-effect control and ±100 the full control effect
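HEK293 T-REx cells expressing inducible, force-coupled D1 receptor; no-wash Ca dye, 30–90 min RT. Cmpd → 180 s read at 1 Hz → EC80 DA → 180 s read.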
D1 agonist: human D1 receptor agonism | P21728 | HEK293 T-REx D1 cells, calcium flux, agonist mode | activation, % at 2 µM | 360,000 compounds, 1% hits | AID 504660; in the data active means activation above about 30%; further: 0% is about no effect
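Agonism was scored from calcium flux recorded over 180 s (1 read/s) after pintool compound addition, following a 10-cycle baseline. Cells were inducible force-coupled HEK293 TREx D1, plated overnight at 30 C and loaded with no-wash calcium dye.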
TRHR ag: TRH receptor (human) agonism | P34981 | TRHR cells, calcium flux fluo-8, FDSS agonist mode | activation, % at 2 µM | 360,000 compounds, 0.18% hits; in the data active means activation above about 30%; further: 0% is about no effect
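TRHR-expressing cells loaded with fluo-8 calcium dye; 23 nL library compound pin-transferred, kinetic FDSS fluorescence (Ex 480/Em 530) recorded about 180 s for agonist-induced calcium release, before a 10 nM TRH EC20 addition for potentiator mode.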
D1 potentiator: enhances dopamine response at the human D1 receptor. P21728. HEK293 TREx D1 cells, calcium flux, dopamine EC20 potentiation. potentiation, % at 10 µM. 360,000 compounds, 0.036% hits; in the data active means potentiation above about 30%; further: 0% is about no effect
TRHR enhancer: TRH receptor (human) allosteric enhancement; TRHR cells, fluo-8 calcium fluorescence, EC20 TRH enhancement; enhancement, % at 2 µM; 360,000 compounds, 0.66% hits; AID 493056; in the data active means enhancement above about 30%; further: 0% is about no effect
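TRHR-expressing cells loaded with fluo-8 calcium dye were read kinetically (ex 480/em 530) during compound addition, then stimulated with an EC20 of TRH (10 nM final). Enhancement of the Gq-mediated intracellular calcium response was scored.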
RXFP1 ag: activates the human relaxin receptor RXFP1; HEK293T-RXFP1 cAMP TR-FRET, 30 min; response scale: percent of porcine relaxin response, buffer zero; Potency, µM (highest dose often 57.5 µM), for inactives: top-dose activation, most hits filed as activators; 370,000 compounds, 0.3% hits; AID 2676; further: potency means the concentration at half of the fitted maximal effect; on the % scale 0 is the no-effect control and ±100 the full control effect; nearly all actives have a fitted effect of over 60% in size; many of its hits are not listed in these tables
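HEK293 cells stably expressing RXFP1, treated 30 min at 37C with compounds plus PDE4 inhibitor Ro 20174; cAMP measured by HTRF TR-FRET. Normalized to buffer and 29 nM porcine relaxin; EC50 by Hill fit.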
D2 potentiator: D2 dopamine receptor (human) potentiation. AID 485347. potentiation, % at 10 µM. P14416. HEK293 T-REx D2, calcium flux, EC20 dopamine potentiation. 340,000 compounds, 0.34% hits;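 active means potentiation over 3 SD above the plate norm, cut at about 30% in these data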; further: 0% is about no effect
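Calcium flux readout, no-wash dye, 1 read/s. Inducible HEK293 Trex D2 line, overnight 30 C. Compound alone 180 s (agonist flags), then EC20 dopamine, another 180 s to score potentiation.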
The depositor's hits bear a star. Unless noted, the call rests on the fitted dose curve; in most records, active means well fitted curve in the direction sought with a large enough effect; inconclusive means small, poorly fitted or top-dose-only effect, or another doubt; inactive means no such curve, though single readings can be large; an effect the other way counts as inactive or inconclusive. A portion of the library; count on the stated rates, not on these rows.

For Cc1ccc(CNC(=O)C2CCCN(c3nc4ccsc4c(=O)s3)C2)cc1 (stereo unspecified) the results were Anesthetic bind -2.9%, RXFP1 antag -0.1, D1 antagonist -1.9, D1 agonist -0.4, TRHR ag 0.0, D1 potentiator 2.2, TRHR enhancer -4.9, RXFP1 ag 4.5% and D2 potentiator -1.9.
COc1ccc(/C=N/NC(=O)c2ccc(COc3ccccc3Cl)o2)cc1 was read as Anesthetic bind inconclusive, RXFP1 antag -2.6, D1 antagonist 4.5, D1 agonist -0.3, TRHR ag -0.6, D1 potentiator -5.0, TRHR enhancer -4.7, RXFP1 ag 0.8% and D2 potentiator -1.9.
For CN(C)c1nnnn1-c1ccc(Oc2ncc(C(F)(F)F)cc2Cl)cc1 the results were Anesthetic bind inconclusive, RXFP1 antag -5.0, D1 antagonist -4.3, D1 agonist 5.6, TRHR ag -0.3, D1 potentiator -2.5, TRHR enhancer -1.4, RXFP1 ag 0.1% and D2 potentiator 1.0.
COc1cccc(-c2nnc(SCc3ccccn3)n2C)c1 was read as Anesthetic bind 0.1%, RXFP1 antag 4.2, D1 antagonist 23.0, D1 agonist 1.4, TRHR ag -0.6, D1 potentiator 0.3, TRHR enhancer 2.4, RXFP1 ag 3.1% and D2 potentiator -6.0.
For CCN(CC)CCN(Cc1cc2cc(C)ccc2[nH]c1=O)C(=S)Nc1ccccc1 the results were Anesthetic bind -8.0%, RXFP1 antag -3.1, D1 antagonist -11.9, D1 agonist 4.2, TRHR ag 1.0, D1 potentiator -8.7, TRHR enhancer -6.4, RXFP1 ag -0.1% and D2 potentiator -9.6.
`NC(=O)c1nsc(C(=O)N(c2ccccc2)C(C(=O)NC2CCCC2)c2ccc3ncccc3c2)c1N` (stereo unspecified) gave Anesthetic bind 2.0%, RXFP1 antag 0.3, D1 antagonist 2.0, D1 agonist 4.5, TRHR ag -0.2, D1 potentiator -4.2, TRHR enhancer 1.9, RXFP1 ag 12.8% and D2 potentiator 14.4.
CCOC(=O)c1cnc2ccc(C)cc2c1Sc1ccccc1C(=O)OC was read as Anesthetic bind inconclusive, RXFP1 antag -13.5, D1 antagonist 10.0, D1 agonist 8.3, TRHR ag 0.9, D1 potentiator -0.6, TRHR enhancer 7.6, RXFP1 ag 6.1% and D2 potentiator 4.0.
Cc1sc2ncnc(N3CCCC(C)C3)c2c1C (stereo unspecified) was read as Anesthetic bind -17.2%, RXFP1 antag -0.8, D1 antagonist -9.9, D1 agonist 1.5, TRHR ag -0.7, D1 potentiator 1.6, TRHR enhancer 3.6, RXFP1 ag 5.0% and D2 potentiator -1.7.
For COC(=O)[C@]1(CC(C)C)N[C@H](c2ccc(-c3ccc4c(c3)OCO4)cc2)[C@@H]2C(=O)N(C)C(=O)[C@@H]21 the results were D1 antagonist 1.4, D1 agonist 1.1, TRHR ag 0.3, D1 potentiator -4.5, TRHR enhancer -0.1, RXFP1 ag 2.4% and D2 potentiator 14.8.
For O=[N+]([O-])CC(c1ccc(F)cc1)c1c[nH]c2ccccc12 (stereo unspecified) the results were Anesthetic bind inconclusive, RXFP1 antag 1.5, D1 antagonist 7.9, D1 agonist 5.6, TRHR ag 1.7, D1 potentiator -3.5, TRHR enhancer -0.5, RXFP1 ag 4.8% and D2 potentiator -0.7.
OC(COCc1ccccc1)CN1CCCC1 (stereo unspecified) was read as Anesthetic bind -7.1%, RXFP1 antag -8.2, D1 antagonist 0.2, D1 agonist 1.3, TRHR ag 0.7, D1 potentiator 3.0, TRHR enhancer 5.3 and RXFP1 ag 2.3%.
For Cc1ccc(N/C(N)=N/c2nc(C(F)(F)F)cc(C(F)(F)F)n2)cc1 the results were Anesthetic bind -13.4%, RXFP1 antag -2.8, D1 antagonist -8.7, D1 agonist 2.5, TRHR ag 1.0, D1 potentiator 1.4, TRHR enhancer 4.8, RXFP1 ag -0.3% and D2 potentiator -2.2.
CC1(C)Cc2c(c(-c3ccccc3)nc3sc4c(=O)[nH]c(=S)[nH]c4c23)CO1 was read as Anesthetic bind 8.0%, RXFP1 antag -9.0, D1 antagonist 7.5, D1 agonist 1.6, TRHR ag 0.3, D1 potentiator 0.7, TRHR enhancer -1.2, RXFP1 ag -0.4% and D2 potentiator -0.3.
For CCC1(CC)Cc2ccccc2-c2nc(CN3CCOCC3)[nH]c(=O)c21 the results were Anesthetic bind inconclusive, RXFP1 antag -9.3, D1 antagonist 3.6, D1 agonist 5.1, TRHR ag -0.5, D1 potentiator -1.3, TRHR enhancer -4.8 and RXFP1 ag 1.9%.
For COc1cc(/C=C2/C(=O)ON=C2c2ccccc2)ccc1O the results were Anesthetic bind 0.8%, RXFP1 antag -35.9, D1 antagonist 9.9, D1 agonist 1.1, TRHR ag 0.0, D1 potentiator -6.3, TRHR enhancer 7.5, RXFP1 ag -3.5% and D2 potentiator 13.9.

Of the compounds above, two contain two or more sulfur atoms:
For Cc1ccc(CNC(=O)C2CCCN(c3nc4ccsc4c(=O)s3)C2)cc1 (stereo unspecified) the results were Anesthetic bind -2.9%, RXFP1 antag -0.1, D1 antagonist -1.9, D1 agonist -0.4, TRHR ag 0.0, D1 potentiator 2.2, TRHR enhancer -4.9, RXFP1 ag 4.5% and D2 potentiator -1.9.
CC1(C)Cc2c(c(-c3ccccc3)nc3sc4c(=O)[nH]c(=S)[nH]c4c23)CO1 was read as Anesthetic bind 8.0%, RXFP1 antag -9.0, D1 antagonist 7.5, D1 agonist 1.6, TRHR ag 0.3, D1 potentiator 0.7, TRHR enhancer -1.2, RXFP1 ag -0.4% and D2 potentiator -0.3.

Other records.
O=C1C2C(c3ccccc3)CC=CC2[C@H](c2ccc3ccccc3c2)N1Cc1ccccc1 (stereo partly specified) was read as Anesthetic bind -1.0%, D1 antagonist 20.0, D1 agonist 3.8, TRHR ag 0.5, D1 potentiator 0.5, TRHR enhancer 2.5, RXFP1 ag 0.8% and D2 potentiator -2.8.
For CCCNC(=O)C1(CC2CC(c3ccccc3)=NO2)CCN(C(=O)C2CCCC2)CC1 (stereo unspecified) the results were D1 antagonist 7.5, D1 agonist 1.4, TRHR ag -0.1, D1 potentiator 0.6, TRHR enhancer 2.2, RXFP1 ag 0.1% and D2 potentiator 1.8.
`Cc1cc(C)n(C(C)CC(=O)Nc2ccc(Cl)cc2C)n1` (stereo unspecified) gave Anesthetic bind -1.2%, RXFP1 antag -4.9, D1 antagonist -6.8, D1 agonist 2.3, TRHR ag 0.5, D1 potentiator -3.6, TRHR enhancer 3.8, RXFP1 ag 0.1% and D2 potentiator -6.9.
Cc1cc(S(=O)(=O)Nc2ccc(C(=O)NCC(c3ccco3)N(C)C)cc2)ccc1F (stereo unspecified) was read as RXFP1 antag 2.3, D1 antagonist -0.5, D1 agonist 1.0, TRHR ag -0.5, D1 potentiator -8.5, TRHR enhancer -3.5, RXFP1 ag -1.4% and D2 potentiator -0.4.
For COc1ccc(C2=NOC(C(=O)Nc3c(C)n(C)n(-c4ccccc4)c3=O)C2)cc1OC (stereo unspecified) the results were Anesthetic bind -0.6%, D1 antagonist -8.0, D1 agonist 2.5, TRHR ag 0.1, TRHR enhancer 8.6, RXFP1 ag 2.6% and D2 potentiator 0.6.
Screening O=C(CCN1C(=O)/C(=C/c2ccc(F)cc2)SC1=S)NCCc1ccc(O)cc1 returned Anesthetic bind 2.9%, RXFP1 antag -8.8, D1 antagonist 3.6, D1 agonist 0.1, TRHR ag 0.3, D1 potentiator -0.2, TRHR enhancer 6.2, RXFP1 ag 1.7% and D2 potentiator 5.8.
For COc1ccc(N2CCN(C(=O)c3cc4c(-c5ccccc5F)nn(C)c4s3)CC2)cc1 the results were Anesthetic bind 4.5%, RXFP1 antag -0.7, D1 antagonist -4.3, D1 agonist -1.2, TRHR ag 0.2, D1 potentiator 4.3, TRHR enhancer -2.8, RXFP1 ag -1.3% and D2 potentiator 6.7.
`CN(C)S(=O)(=O)c1cccc(NC(=O)c2ccc(COc3ccccc3)cc2)c1` gave Anesthetic bind 0.5%, RXFP1 antag -9.4, D1 antagonist -26.0, D1 agonist 16.3, TRHR ag 0.6, D1 potentiator 4.3, TRHR enhancer -7.5, RXFP1 ag 5.9% and D2 potentiator -8.5.
For COc1cc(C2c3sc(=O)[nH]c3SC3C(=O)N(c4ccc(Br)cc4)C(=O)C32)ccc1O (stereo unspecified) the results were Anesthetic bind 8.3%, RXFP1 antag -1.8, D1 antagonist -3.8, D1 agonist 2.8, TRHR ag 1.2, D1 potentiator 4.0, TRHR enhancer 9.1, RXFP1 ag -5.3% and D2 potentiator -5.1.
`COc1ccccc1NS(=O)(=O)c1cccc(C(=O)N2CCN(C(=O)c3ccco3)CC2)c1` gave RXFP1 antag -5.1, D1 antagonist 1.6, D1 agonist -1.6, TRHR ag -0.2, TRHR enhancer 0.2, RXFP1 ag -0.1% and D2 potentiator -2.7.
Screening CCCOC(=O)C(C)n1nnc2sc(-c3ccccc3)cc2c1=O (stereo unspecified) returned Anesthetic bind inconclusive, RXFP1 antag -26.8, D1 antagonist -16.4, D1 agonist 1.0, TRHR ag 1.1, D1 potentiator -2.8, TRHR enhancer 2.8, RXFP1 ag 3.4% and D2 potentiator 3.7.
For O=C(NCc1ccc(F)cc1)C(c1ccccc1)N(C(=O)c1csnn1)C1CCCC1 (stereo unspecified) the results were Anesthetic bind 4.3%, RXFP1 antag 12.6, D1 antagonist 1.4, D1 agonist 7.1, TRHR ag 1.8, D1 potentiator -2.6, TRHR enhancer -17.2, RXFP1 ag 0.5% and D2 potentiator -0.2.
CC1=CC(C)C(C[N+]2(C)CCCCC2)C(C)C1 (stereo unspecified) was read as Anesthetic bind -0.8%, RXFP1 antag -0.4, D1 antagonist 4.3, D1 agonist -0.7, TRHR ag 1.6, D1 potentiator 0.6, TRHR enhancer -4.9, RXFP1 ag 0.6% and D2 potentiator -0.7.
`COc1ccc(NC(=O)Cn2c(=O)n(CCC(=O)NCCc3ccc(OC)c(OC)c3)c(=O)c3ccccc32)cc1Cl` gave Anesthetic bind 3.8%, D1 antagonist 11.2, D1 agonist 0.3, TRHR ag 0.6, D1 potentiator -0.8, TRHR enhancer 6.8, RXFP1 ag 2.1% and D2 potentiator 6.8.
Cc1cc(NC(c2cccnc2)c2c(C)[nH]c3ccccc23)no1 (stereo unspecified) was read as Anesthetic bind 1.2%, RXFP1 antag -4.1, D1 antagonist -15.8, D1 agonist 2.6, TRHR ag 1.2, D1 potentiator -6.5, TRHR enhancer -3.8 and RXFP1 ag 0.0%.

Bioassay records from PubChem.
